Screening results: PubChem, NCI
Growth percent in the NCI-60 one-dose screen (48 h, 10 µM unless noted): 100 = growth as untreated, 0 = no growth, -100 = all killed.
SW-620: SW-620 colon cancer; actives 5.2% (n = 82,000)
KM12: KM12 colon cancer cells. AID 1794800. actives 5% (n = 82,000)
SF-295: SF-295 CNS cancer cells | actives 5.6% (n = 79,000) | AID 1794758
HCT-15: HCT-15 colon cancer; actives 5.2% (n = 82,000)
HCC-2998: HCC-2998 colon cancer | actives 4.7% (n = 79,000) | AID 1794799
SF-539: SF-539 CNS cancer; AID 1794752; actives 6.8% (n = 81,000)
SNB-19: SNB-19 CNS cancer cells. actives 2.5% (n = 81,000). AID 1794751
HCT-116: HCT-116 colon cancer. actives 7.3% (n = 82,000)
SNB-75: SNB-75 CNS cancer; AID 1794750; actives 5% (n = 79,000)
Starred values were filed as active, the others as inactive; . = no result given; [ ] = dose if it differs, or a comment. Rule for the calls: active = growth percent below 10; inactive = the rest.

#	Compound	SW-620	KM12	SF-295	HCT-15	HCC-2998
1	CCN(CC)C(=O)c1ccc(Cc2n[nH]c(=O)c3cccnc23)cc1	93.8	105.8	98.4	95.4	100.3
2	Cc1ccc(C(=O)C2=Cc3cccn3Cc3cnnn32)cc1	97.9	92.7	105.9	111.5	98.2
3	CC(=O)n1c2ccccc2c2ccccc21	106.2	114.5	96.7	111.6	96.1
4	NCCCC[C@H](NC(=O)[C@@H]1CCCN1C(=O)Cc1ccc(O)cc1)C(=O)N[C@@H](CCCN=C(N)N)C(=O)N[C@@H](CCCN=C(N)N)C(=O)N[C@@H](CCCN=C(N)N)C(=O)N[C@@H](CCCN=C(N)N)C(=O)N[C@@H](CCCN=C(N)N)C(=O)N[C@@H](CCCN=C(N)N)C(N)=O	107.1	103.4	99.7	96.7	101.6
5	Cc1cc(=O)n2nc(-c3c[nH]c4ccccc34)sc2n1	94.4	101.3	103.4	93.5	106.9
6	Cc1cc(C)cc(C(=O)N2CCCCC2)c1	108.5	107.5	114.0	104.2	102.9
7	C[C@H]1CN2C(=O)/C=C/C=C/C=C/[C@@](C)(O)[C@@H](O[C@@H]3OC[C@@H](O)[C@H](O)C3N)\C=C/C=C/C=C/C=C\[C@@H]2[C@@H]1O (stereo not given in full)	111.5	108.2	107.5	102.5	112.6
8	O=c1ccc(=O)n(CO)[nH]1	102.5	102.9	88.9	96.5	95.9
9	COc1ccc(Nc2ncccc2C(=O)NCc2cn(Cc3ccc(F)cc3)nn2)cc1	105.2	96.7	.	99.7	107.2
10	Cc1noc(C)c1-c1cc(O)cc(C(O)c2ccccc2)c1 (stereo not given)	72.1	53.1	42.5	36.7	62.2
11	O=C1N(C2CCCCC2)C(=O)N1C1CCCCC1	48.5	7.4*	-27.9*	52.7	49.3
12	CCCc1cc(=O)oc2c3c(c4c(c12)OC(C)(C)C=C4)OC(C)[C@H](C)[C@@H]3O (stereo not given in full)	91.1	84.4	50.8	90.9	107.5
13	OC(c1ccccc1)c1nn(CN2CCOCC2)c(=S)n1CCc1ccccc1 (stereo not given)	95.8	98.0	98.6	98.1	98.7
14	Cc1ccc(S(=O)(=O)OCCn2ccc3ccccc3c2=O)cc1	108.8	106.1	105.3	105.7	113.1
15	CC(C)(C)c1ccc([N+](=O)[O-])cc1	111.2	101.4	96.2	102.0	99.3

#	SF-539	SNB-19	HCT-116	SNB-75
1	87.5	90.7	96.2	97.3
2	99.8	92.9	100.3	.
3	106.7	113.4	101.7	97.6
4	108.0	101.6	100.1	96.5
5	92.7	97.3	108.7	99.8
6	104.1	105.7	101.5	89.6
7	105.5	99.5	106.3	107.0
8	99.3	107.0	83.8	95.8
9	103.9	106.4	93.9	103.7
10	62.5	52.7	58.1	-13.2*
11	26.5	68.6	44.2	.
12	83.5	92.9	79.1	71.2
13	107.9	93.7	98.1	153.3
14	96.2	108.1	95.4	96.6
15	99.9	114.5	92.5	90.2

Other results.
#	Compound	SW-620	KM12	SF-295	HCT-15	HCC-2998
16	COc1ccc(CNCCCNCc2ccc(OC)c(OC)c2)cc1OC	102.0	104.4	108.7	103.5	99.6
17	O=S(=O)(c1ccccc1)n1cc2c(c1-c1ccccc1)CCc1sc(Nc3ccccc3)nc1-2	94.4	82.7	.	83.8	109.7
18	O=c1[nH]c2ccccc2cc1CSc1ccc(Nc2nccc(-c3ccc4c(c3)OCO4)n2)cc1	80.6	74.2	100.9	84.1	95.5
19	COC(=O)c1nnn(-c2ccc(S(N)(=O)=O)cc2)c1C(=O)c1ccc(Cl)c(Cl)c1	99.5	105.7	100.5	98.9	115.4
20	Cn1c2c(c3c(Cl)cccc31)-n1cccc1C2=O	107.2	108.2	109.9	108.5	106.4
21	COc1cccc(Nc2nc(SC)nc(-c3cccc([N+](=O)[O-])c3)c2C#N)c1	75.0	98.4	62.6	79.2	95.3
22	CC1CCCN1C1=Nn2c(nnc2-c2cc(C(F)(F)F)cc(C(F)(F)F)c2)SC1 (stereo not given)	93.7	78.4	51.6	92.5	.
23	COc1cc(NC(N)=NCCC(C)(C)Oc2ccc(C(F)(F)F)cc2)ncc1C#N	-79.0*	-51.7*	-40.7*	-70.7*	-86.6*
24	CCCCCCCCCCCCCCCCCCOc1ccccc1CC(=O)NCC[N+](C)(C)C	45.1	-27.0*	52.1	87.4	29.9
25	CCCC(=O)NC(c1cccnc1)c1ccc2c(C)ccnc2c1O (stereo not given)	28.6	20.0	17.8	26.9	24.0
26	Nc1nonc1-n1nnc(C(=O)N2CCCC2)c1-c1ccccc1	109.3	107.9	93.9	92.8	104.8
27	N#Cc1c(-c2ccccc2)nc(SC(=O)CCNc2ccccc2)[nH]c1=O	106.5	105.6	98.0	95.8	109.9
28	CC(C)(C)C(C)(C)NC(=O)C(O)COC(=O)c1ccc(Cl)cc1 (stereo not given)	106.3	98.9	94.5	100.7	107.4
29	Cc1cccc(-c2nnc(Cn3cc(-c4ccccc4)nn3)o2)c1	99.2	99.9	105.1	101.4	108.7
30	O=C(NCc1ccccc1)c1cccc(Cl)c1	100.2	115.1	93.9	98.8	110.9

#	SF-539	SNB-19	HCT-116	SNB-75
16	99.4	105.9	112.7	76.0
17	105.6	95.2	83.3	93.0
18	10.0*	88.7	84.1	104.5
19	99.5	.	97.7	99.6
20	121.1	88.2	107.6	93.3
21	81.4	67.2	28.2	34.0
22	92.0	102.9	69.2	94.6
23	11.7	27.8	-88.4*	.
24	46.4	12.5	45.2	22.9
25	14.6	37.8	16.7	.
26	94.2	90.9	117.2	89.0
27	94.6	95.9	92.7	.
28	100.8	98.1	99.2	91.6
29	96.2	100.6	98.8	90.2
30	96.0	97.8	96.1	103.2

Quoted at random: 3 entries already listed
#	Compound	SW-620	KM12	SF-295	HCT-15	HCC-2998
29	Cc1cccc(-c2nnc(Cn3cc(-c4ccccc4)nn3)o2)c1	99.2	99.9	105.1	101.4	108.7
18	O=c1[nH]c2ccccc2cc1CSc1ccc(Nc2nccc(-c3ccc4c(c3)OCO4)n2)cc1	80.6	74.2	100.9	84.1	95.5
26	Nc1nonc1-n1nnc(C(=O)N2CCCC2)c1-c1ccccc1	109.3	107.9	93.9	92.8	104.8

#	SF-539	SNB-19	HCT-116	SNB-75
29	96.2	100.6	98.8	90.2
18	10.0*	88.7	84.1	104.5
26	94.2	90.9	117.2	89.0

(continued)
#	Compound	SW-620	KM12	SF-295	HCT-15	HCC-2998
31	COc1cc(C2CN(C)C3(C(=O)Nc4ccccc43)C2C(=O)c2ccc(Br)cc2)cc(OC)c1OC (stereo not given)	105.7	102.7	97.5	100.7	104.2
32	CNC(=O)c1cc(Oc2ccc(NC(=O)Nc3ccc(Cl)c(C(C)(C)C)c3)c(F)c2)ccn1	69.2	20.9	24.5	38.9	44.2
33	COc1ccc(/C=C/c2nc3ccccc3c(=O)n2CC(=O)Nc2ccc(Cl)cc2)cc1	73.9	61.3	53.0	75.2	116.1
34	CC(=O)Nc1ccccc1Cl	111.6	105.0	99.3	97.9	96.5
35	CC(C)(COCOCC(C)(C)[N+](=O)[O-])[N+](=O)[O-]	98.8	114.8	97.6	100.1	96.6
36	CCOC(=O)C1=C(C#N)C(=C(C#N)C#N)NC1(C)O (stereo not given)	101.0	103.9	105.1	106.4	103.2
37	N=C(N)N=Nc1ccc(O)cc1	58.9[100 µM]	89.7[100 µM]	8.5*[100 µM]	45.9[100 µM]	54.6[100 µM]
38	CCCCN(C(=O)c1cnc(Cl)c(Cl)c1)c1c(N)n(CCC)c(=O)[nH]c1=O	103.8	108.8	109.9	112.6	104.8
39	CC(C)c1nc(SCC(=O)c2ccccc2)nc(Nc2ccc(S(N)(=O)=O)cc2)c1C#N	102.5	101.0	101.2	95.8	109.2
40	CC(=O)N(N=Nc1ccccc1)c1cccc2ccccc12	55.8	108.0	68.2	17.1	94.7
41	CCN(CC)CCCC(Nc1c2ccc(Cl)cc2nc2ccc(OC)cc12)c1ccncc1 (stereo not given)	61.9	69.1	89.9	54.8	71.0
42	CC(=O)OC1CCC2(C)C(CCC3C4CC=C(C(C)=O)C4(C)OC(=O)CC32)C1 (stereo not given)	-48.7*	81.6	73.1	5.3*	73.8
43	O=C1CC2CCCCC2O1 (stereo not given)	112.9	108.4	.	93.5	100.4
44	CCCc1cccc(N)c1O	95.6	119.6	111.9	85.9	111.0
45	Cc1ccc(-c2csc(NC(=O)c3cc(-c4ccccc4)nc4ccc(Cl)cc34)n2)cc1	77.9	93.0	95.8	94.1	104.8

#	SF-539	SNB-19	HCT-116	SNB-75
31	100.4	87.0	94.9	91.7
32	46.6	60.0	19.7	103.9
33	-13.0*	77.4	35.4	.
34	103.5	101.0	94.9	64.8
35	98.5	98.8	104.7	78.4
36	96.1	97.4	100.7	85.6
37	15.2[100 µM]	56.8[100 µM]	48.0[100 µM]	56.3[100 µM]
38	101.0	103.2	101.7	96.7
39	97.3	98.0	107.9	119.9
40	110.7	105.6	56.4	128.7
41	62.9	81.0	60.8	87.0
42	61.7	94.6	-98.9*	95.0
43	102.6	111.0	105.3	99.3
44	120.4	105.6	77.8	86.0
45	85.7	106.6	46.9	110.8

Next records
#	Compound	SW-620	KM12	SF-295	HCT-15	HCC-2998
46	CN(C(=O)CCC(=O)N(C)c1ccccc1)c1ccccc1	103.9	108.1	107.0	99.4	101.7
47	CN(C)C=Nc1ccc(Cl)c(Cl)c1	105.3	98.6	.	95.2	90.5
48	Cn1ccnc1C(=O)/C=C/c1ccc(NC(=O)c2ccc(Cl)cc2)cc1	77.8	81.7	96.9	41.1	104.4
49	N#Cc1c2cccnc2c2nnc3cc(Cl)c(Cl)cc3n12	-39.0*	47.5	80.8	1.8*	13.4
50	Cc1c(C(=O)N=Nc2c(O)n(Cc3ccccc3)c3ccccc23)oc2ccccc12	88.8	96.6	99.7	100.0	107.3
51	Nc1nnc(CCC(=O)Nc2nnc(-c3ccccc3)s2)s1	106.8	101.3	96.6	94.7	109.0
52	COc1cccc(C(c2cccc(OC)c2)c2ccccc2C(=O)O)c1	104.0	99.6	100.6	120.7	.
53	Cn1ncc2c(=O)[nH]c(=S)[nH]c21	93.3	96.3	98.0	98.0	100.8
54	CC(=C/c1ccccc1)/C=N/NC(=O)C[N+](C)(C)C	109.6	104.8	105.5	103.7	97.5
55	O=C(O)c1ccc2cc(C(=O)O)ccc2c1	104.9	103.6	99.6	101.7	.
56	CC(=O)OC1CC2CCC1(C)C2(C)C (stereo not given)	98.1	104.2	94.5	98.9	108.1
57	N[C@@H]1CCCN(c2c(/C=C3\SC(=O)NC3=O)cccc2-c2ccccc2)C1	60.3	60.3	5.4*	63.9	74.8
58	N=c1c(S(=O)(=O)c2ccccc2)cc2c(=O)n3ccccc3nc2n1CCc1ccccc1	103.0	98.4	93.4	98.7	107.7
59	COc1cc(C(=O)C(=O)c2ccc(OC)c(OC)c2)ccc1O	104.7	113.5	114.0	105.3	.
60	O=C(O)c1ccc(-c2cc3cnc4ccccc4c3oc2=O)cc1	106.8	103.2	100.7	106.8	100.8

#	SF-539	SNB-19	HCT-116	SNB-75
46	94.5	100.9	92.0	97.4
47	86.5	91.7	90.3	68.8
48	85.5	76.7	71.5	89.5
49	35.1	63.1	-73.1*	-6.1*
50	94.9	88.4	98.6	.
51	101.6	102.2	74.9	92.4
52	101.7	99.1	111.1	97.8
53	99.0	104.6	96.0	95.4
54	118.9	115.8	107.1	102.0
55	100.0	96.3	107.1	115.6
56	103.9	102.7	106.7	93.5
57	-24.7*	2.0*	50.6	-14.1*
58	108.3	101.3	104.2	95.0
59	106.6	102.2	107.1	90.7
60	96.9	100.0	106.9	98.1

Further compounds follow:
#	Compound	SW-620	KM12	SF-295	HCT-15	HCC-2998
61	CSCCC(NC(=O)C(Cc1ccc(O)cc1)NC(=O)CCCc1cccs1)C(=O)NCC(=O)O (stereo not given)	101.7	112.2	99.1	103.7	105.2
62	Nc1ncnc2c1ccn2-c1cccc(NC(=O)Nc2cc(C(F)(F)F)cc(C(F)(F)F)c2)c1	106.8	104.4	107.6	104.4	108.2
63	O=C1CCC(C(=O)NN(c2ccccc2)c2ccccc2)N1 (stereo not given)	100.4	87.3	99.0	103.4	109.9
64	CCCCn1c(-c2ccc(-c3nc(-c4ccc5c(c4)OCO5)no3)cc2)nc(-c2ccccc2)c1-c1ccccc1	90.9	100.8	94.2	96.2	97.9
65	O=C(O)C(=Cc1ccccc1)C(=O)O	100.4	108.5	113.0	105.7	91.3
66	CCCCN(CCCC)C(=O)[C@H](CC)[C@@H]1CC[C@@H](C)[C@@H]([C@H](C)[C@@H](O)[C@@H](C)C(=O)[C@H](CC)C2O[C@]3(C=CC(=O)[C@]4(CC[C@@](C)([C@H]5CC[C@](O)(CC)[C@H](C)O5)O4)O3)[C@H](C)C[C@@H]2C)O1 (stereo not given in full)	25.7	55.6	2.7*	54.0	39.0
67	O=S(=O)(NCCCNc1nccc(-c2[nH]c(-c3ccccc3)nc2-c2ccc(F)c(O)c2)n1)c1ccc(F)cc1	126.0	82.8	58.1	62.0	88.4
68	N#CC1=C(c2ccco2)Nc2c(c(-c3ccccc3)nn2-c2ccccc2)C12C(=O)Nc1ccccc12 (stereo not given)	88.8	85.5	74.5	60.8	111.8

#	SF-539	SNB-19	HCT-116	SNB-75
61	99.7	102.4	103.4	106.5
62	104.7	97.5	99.2	89.2
63	94.6	100.4	15.5	89.2
64	98.5	91.3	84.6	101.0
65	101.7	97.5	94.9	94.8
66	59.6	27.0	19.0	33.3
67	95.4	105.1	65.1	76.1
68	77.4	85.9	37.3	13.9
